# Source: PubChem (National Center for Advancing Translational Sciences (NCATS))
# D1 agonist: Allosteric Agonists of the Human D1 Dopamine Receptor: qHTS. activation, % at 2 µM. 360,000 tested, 1% active. D(1A) dopamine receptor (Homo sapiens), P21728. AID 504660, 2011. HEK293 T-REx D1 cells, calcium flux, agonist mode; further: 0% is about no effect
#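 Agonism was scored from calcium flux recorded over 180 s (1 read/s) after pintool compound addition, following a 10-cycle baseline. Cells were inducible force-coupled HEK293 TREx D1, plated overnight at 30 C and loaded with no-wash calcium dye.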
# D2 agonist: HTS Assay for Allosteric Agonists of the Human D2 Dopamine Receptor: Primary Screen for Agonists. HEK293 T-REx D2 cells, calcium flux agonist mode. activation, % at 2 µM. 340,000 tested, 0.53% active;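 active means activation over 3 SD above normal in the single-dose calcium agonist read, cut at about 30% in these data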; further: 0% is about no effect
# Target sequence (P14416 whole entry, looked up): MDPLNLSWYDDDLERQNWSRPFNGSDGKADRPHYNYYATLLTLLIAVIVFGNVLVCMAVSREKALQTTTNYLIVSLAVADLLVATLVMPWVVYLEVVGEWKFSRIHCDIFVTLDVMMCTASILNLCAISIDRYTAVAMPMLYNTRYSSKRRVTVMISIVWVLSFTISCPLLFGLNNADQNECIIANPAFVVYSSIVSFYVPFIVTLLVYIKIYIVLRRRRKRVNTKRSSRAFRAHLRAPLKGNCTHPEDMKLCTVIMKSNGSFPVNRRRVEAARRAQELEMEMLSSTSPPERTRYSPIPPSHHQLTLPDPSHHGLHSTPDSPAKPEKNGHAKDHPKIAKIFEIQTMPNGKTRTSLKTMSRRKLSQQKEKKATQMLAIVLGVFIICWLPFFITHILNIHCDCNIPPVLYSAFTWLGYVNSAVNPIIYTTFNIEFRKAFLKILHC
#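 Tetracycline-induced HEK293 T-REx cells with force-coupled D2 receptor, plated overnight at 30 C, loaded with no-wash calcium dye. After a 10 s baseline, compound was pin-added and calcium flux read kinetically for 180 s; calcium rises flagged agonists.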
# RXFP1 antagonist: qHTS Assay for Antagonists of the Relaxin Receptor RXFP1; Relaxin receptor 1 (Homo sapiens), Q9HBX9; HEK293-RXFP1, relaxin-stimulated cAMP HTRF, 30 min; stronger effect = lower value; activity change, negative = inhibition, % at 57.5 µM; 350,000 tested, 0.59% active;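 active means activity change of -60% or lower, but not beyond a set lower limit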; further: on the % scale 0 is the no-effect control and ±100 the full control effect
# D2 PAM: HTS Assay for Positive Allosteric Modulators of the Human D2 Dopamine Receptor: Primary Screen for Potentiators. D(2) dopamine receptor (Homo sapiens), P14416. HEK293 T-REx D2, calcium flux, EC20 dopamine potentiation. potentiation, % at 10 µM. 340,000 tested, 0.34% active. AID 485347, 2010;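 active means potentiation over 3 SD above the plate norm, cut at about 30% in these data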; further: 0% is about no effect
#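 Cells plated with tetracycline inducer and held overnight at 30 C; calcium dye loaded 30–90 min at room temperature; baseline taken, compound added and read 180 s; EC20 dopamine then added and read 180 s.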
# TRHR ag: qHTS for Small Molecule Agonists and Allosteric Enhancers of Human TRH Receptor: Primary Screen for Agonists. TRHR cells, calcium flux fluo-8, FDSS agonist mode. Thyrotropin-releasing hormone receptor (Homo sapiens), P34981. 360,000 tested, 0.18% active. activation, % at 2 µM; further: 0% is about no effect
# Target sequence (P34981 whole entry, looked up): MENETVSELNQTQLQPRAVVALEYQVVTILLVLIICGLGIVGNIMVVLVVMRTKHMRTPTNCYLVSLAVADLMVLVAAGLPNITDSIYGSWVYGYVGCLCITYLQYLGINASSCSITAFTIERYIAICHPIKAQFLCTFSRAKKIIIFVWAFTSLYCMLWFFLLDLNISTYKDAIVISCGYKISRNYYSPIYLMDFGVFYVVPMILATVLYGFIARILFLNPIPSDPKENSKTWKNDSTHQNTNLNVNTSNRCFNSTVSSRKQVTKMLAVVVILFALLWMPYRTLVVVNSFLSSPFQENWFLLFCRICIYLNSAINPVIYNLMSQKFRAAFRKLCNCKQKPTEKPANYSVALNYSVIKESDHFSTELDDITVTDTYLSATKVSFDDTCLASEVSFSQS
#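 Fluo-8-loaded TRHR cells; 10 s baseline, compound added, kinetic Ca2+ fluorescence read 1/s, agonist mode.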
# TRHR enhancer: qHTS for Small Molecule Agonists and Allosteric Enhancers of Human TRH Receptor: Primary Screen for Enhancers; 360,000 tested, 0.66% active; enhancement, % at 2 µM; TRHR cells, fluo-8 calcium fluorescence, EC20 TRH enhancement; in the data active means enhancement above about 30%; further: 0% is about no effect
#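 TRHR-expressing cells loaded with fluo-8 calcium dye were read kinetically (ex 480/em 530) during compound addition, then stimulated with an EC20 of TRH (10 nM final). Enhancement of the Gq-mediated intracellular calcium response was scored.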
# D2 antagonist: HTS Assay for Allosteric Antagonists of the Human D2 Dopamine Receptor: Primary Screen for Antagonists | D(2) dopamine receptor (Homo sapiens), P14416 | HEK293 TREx D2 cells, calcium flux, dopamine EC80 | inhibition, % at 10 µM | 340,000 tested, 2% active | AID 485344, 2010; in the data active means inhibition above about 30%; further: 0% is about no effect
#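 Dopamine at EC80 is the agonist stimulus; test compounds precede it by 180 s. Calcium flux read kinetically in a force-coupled, inducible HEK293 T-REx D2 cell line.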
# D1 antagonist: Antagonist of Human D 1 Dopamine Receptor: qHTS; D(1A) dopamine receptor (Homo sapiens), P21728; HEK293 TREx D1 cells, calcium flux, dopamine EC80; stronger effect = lower value; activity change, negative = inhibition, % at 10 µM; 360,000 tested, 3.2% active; in the data active means activity change below about -30%; further: on the % scale 0 is the no-effect control and ±100 the full control effect
#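 Calcium flux readout: force-coupled, inducible Hek293 Trex D1 line, cells induced overnight at 30 C with tetracycline, dye-loaded 30–90 min at RT. Antagonism scored against EC80 dopamine challenge given 180 s after compound.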
# D1 potentiator: Potentiators of Human D1 Dopamine Receptor: qHTS. D(1A) dopamine receptor (Homo sapiens), P21728. HEK293 TREx D1 cells, calcium flux, dopamine EC20 potentiation. potentiation, % at 10 µM. 360,000 tested, 0.036% active. AID 504651, 2011; in the data active means potentiation above about 30%; further: 0% is about no effect
# * marks the source's active call; other numbers are inactive results; · = no result given; & = joins results of further samples. Unless noted, no stated cut-off is given here; in the data, active means activation above about 30%; inactive means the rest.
cpd	Structure	D1 agonist	D2 agonist	RXFP1 antagonist	D2 PAM	TRHR ag	TRHR enhancer	D2 antagonist	D1 antagonist	D1 potentiator
1	O=C(O)/C=C\C(=O)Nc1ccc(Oc2ccccc2)cc1	0	1.0	9	6	-0.4	6	0	-63*	-6
2	COc1ccc(S(N)(=O)=O)cc1C(=O)OCCCC(=O)c1ccccc1	5	0.8	-1	-15	0.1	1	-70	25	·
3	Cc1[nH]c2ccccc2c1C(=O)C(=O)N1CCN(C(=O)c2ccco2)CC1	9	24	-21	-9	0.3	-6	-25	-8	5
4	COc1ccc(CNC(=O)C2COc3ccccc3O2)c(OC)c1 (stereo not drawn)	2	·	·	·	-0.4	-6	·	-12	1
5	COc1ccccc1NC(=O)COC(=O)c1cc2ccccc2cc1O	4	-0.6	-2	-2	0.1	2	-3	1	5
6	C#CCOCCOCCOCCNc1nc(N2CCN(C(=O)[C@H]([C@@H](C)CC)n3cc([C@@H](N)CC(C)C)nn3)CC2)nc(N2CCN(C(=O)[C@H](CCCCN)n3cc([C@@H](N)CO)nn3)CC2)n1	-1	-0.2	·	-4	-0.3	-5	7	21	5
7	Cc1cccc(-c2nc(C#N)c(NC3CCCCC3)o2)c1	4	0.4	-23	-11	-0.7	-5	2	10	9
8	CCOC(=O)c1ccc(NC(=S)N(CCCN2CCCC(C)C2)Cc2ccco2)cc1 (stereo not drawn)	26	1.1	-9	-25	2.2	-9	5	-39*	-5
9	Cn1cccc1Cc1nnc(SCC(=O)N2CCc3ccccc32)n1-c1ccc(F)cc1	1	0.3	-24	13	0.2	4	16	10	3
10	C#CCOc1c(Cl)cc(/C=C2/C(=O)ON=C2C)cc1OC	1	·	-8	·	0.2	3	·	0	0
11	COc1ccc(CCNC(=O)C(=O)NCC(c2cccs2)S(=O)(=O)c2ccc(C)cc2)cc1 (stereo not drawn)	8	0.3	·	-5	0.0	-6	·	·	-4
12	COc1ccc(C2N=C(c3ccccc3)C(C)(C)N2O)cc1 (stereo not drawn)	0	0.7	-31	-20	-0.6	0	-18	6	-5
13	C/C(=N\NS(=O)(=O)c1ccc(Cl)c([N+](=O)[O-])c1)c1cc2ccccc2o1	1	-0.5	-5	3	-0.6	0	15	-6	-3
14	COCCSc1ccccc1C(=O)Nc1ccc(S(=O)(=O)N2CCOCC2)cc1	0	-1.2	-4	11	0.7	3	-7	5	-2
15	Cn1c(=N)n(CC(O)c2cccs2)c2ccccc21 (stereo not drawn)	0	0.4	-14	-8	3.6	4	-20	-35*	-3
16	COC(=O)c1cccc2c1-c1ccccc1/C2=N\NC(N)=O	0	-2.2	-7	2	-0.1	14	-15	-3	-7
17	CCN1C(=O)C(=O)N(Cc2ccc(OC)c(F)c2)C1=O	1	0.6	-21	-12	-0.2	-4	15	-2	-8
18	CCc1ccc(-c2nc(CS(=O)CC(=O)NCCc3ccccc3)c(C)o2)cc1 (stereo not drawn)	-1	0.6	-16	15	-0.4	14	-7	12	4
19	CC(Oc1ccccc1)C(=O)N1CCC2(CC1)CC(=O)c1ccccc1O2 (stereo not drawn)	6	1.1	6	-3	1.0	5	17	-11	-6
20	O=C(O)COc1cccc2nsnc12	1	-0.8	8	-2	-0.5	-1	0	17	-2
21	CCOc1cc(C(=O)N2CCc3cc(OC)c(OC)cc3C2)ccc1OC(F)F	1	0.0	·	-4	-0.6	2	18	5	-5
22	COc1ccc(OC)c(CC(NC(C)=O)C(=O)NC2CCN(c3nc(C)cc(C)c3C#N)CC2)c1 (stereo not drawn)	1	-0.4	·	16	-0.3	5	5	-12	4
23	O=C(Nc1ccc(Oc2cccnc2)cc1)C1CCN(Cc2ccccc2)CC1	25	-0.4	-9	8	2.4	2	6	-2	-6
24	N#Cc1ccc2c(c1)C[C@]1(c3ccsc3)Oc3c(c(=O)oc4ccc(F)cc34)C2O1	0	·	·	·	1.3	3	·	-1	3
25	NS(=O)(=O)c1ccc(CCNC(=O)CCCNC(=O)c2ccc(Cl)cc2)cc1	0	1.4	11	-2	0.2	4	5	-33*	1

# Continued.
cpd	Structure	D1 agonist	D2 agonist	RXFP1 antagonist	D2 PAM	TRHR ag	TRHR enhancer	D2 antagonist	D1 antagonist	D1 potentiator
26	COc1ccc(CNS(=O)(=O)NCc2ccccc2)cc1	0	-0.6	-4	-2	-1.7	-3	11	-6	-2
27	CN1CCc2c(C#N)c(N3CCOCC3)nc(NCC3CCCO3)c2C1 (stereo not drawn)	2	0.6	-1	-3	0.2	2	2	-5	3
28	COc1cccc(/C=N/NC(=S)NCCc2ccccc2)c1	4	·	8	·	-0.9	-1	·	-8	-13
29	COc1ccc(CNC(=O)COC(=O)CCCOc2ccc(Cl)cc2Cl)cc1OC	13	-0.3	18	13	-0.2	6	9	2	-4
30	O=[N+]([O-])c1cc(Cl)cc(/C=N\Nc2ccccn2)c1O	1	5.4	-15	-1	-1.2	1	-7	12	-6
31	Cc1ccnc(NS(=O)(=O)c2ccc(NC(=O)C3CCCNC3=O)cc2)n1 (stereo not drawn)	1	-0.8	-3	0	-0.3	-6	-9	10	2
32	CCc1ccc2[nH]c(=O)c(CN(CCN3CCCC3)C(=O)NC3CCCCC3)cc2c1	0	-0.1	-6	3	-0.3	7	10	-3	-5
33	Cc1nc2ccccc2c2oc(C(=O)NCc3ccccn3)cc12	4	-1.8	-13	3	0.7	2	-1	-13	0
34	CC1CCC(NS(=O)(=O)c2ccc(Cl)nc2)CC1 (stereo not drawn)	5	0.2	-4	0	-0.4	5	-9	2	-5
35	Cc1cc2c(cc1S(=O)(=O)CCC(=O)N(C)Cc1ccccc1)OCC(=O)N2	1&-1	0.3&0.1	12	-4&7	-0.2&-0.2	-2&-1	6	3&2	-2&0
36	COc1ccc(C(=O)Nc2nnc(C(C)C)s2)cc1OC	-1	-1.4	-12	-21	-0.2	-3	·	-10	-2
37	CNc1ccccc1C(=O)OCC(=O)c1ccccc1	-3	0.0	·	-3	-0.2	0	6	1	-2
38	CCC(=O)Oc1c(S(=O)(=O)c2ccc(C)cc2)c(C)nn1C(C)(C)C	1	0.6	-6	-3	0.6	2	-4	-3	-2
39	COc1ccc(-n2ccn(Cc3ccccc3Cl)c(=O)c2=O)cc1OC	-1	-0.5	9	-9	0.0	1	·	-10	-4
40	O=C(c1cccc(OC2CCN(Cc3cccc(OCCO)c3)CC2)c1)N1CCCC1	3	-0.7	-3	-9	-0.3	-5	2	-14	-4
41	O=C(CCCOc1ccc(Cl)cc1)N1CCOCC1	0	1.2	-6	3	0.2	2	-8	2	-2
42	CCOC(=O)c1cnc2nc(NCc3ccc(OCc4ccccc4)cc3)[nH]n2c1=O	3	0.7	-2	-2	0.5	5	-3	-1	5
43	CCOc1ccc(OCC)c(NC(=O)Cn2c(C)nc3ccccc3c2=O)c1	2	-0.2	-9	4	2.2	6	6	-3	-1
44	COc1ccc(CCNC(=O)c2cc(=O)[nH]c3ccccc23)cc1	9	0.5	-4	-3	-0.5	-2	-10	12	·
45	CN(C)CCCN(C(=O)c1ccc(C(=O)c2ccccc2)cc1)c1nc2c(F)cccc2s1	9	1.4	1	2	0.4	2	-14	-8	0
46	Cc1ccc(-n2ncc(C(=O)NC3CCCCC3)c2C2CCN(C(=O)OC(C)(C)C)CC2)cc1	1	·	-6	4	-1.0	3	·	3	4
47	CC(C)C[C@H](NS(=O)(=O)c1ccc(Br)cc1)C(=O)O	3	0.4	-5	11	0.1	-1	1	-13	-2
48	CCC(C)NC(=O)CSC1=Nc2ccccc2C2=NC(c3ccccc3)C(=O)N12 (stereo not drawn)	-1	0.4	-9	27	0.4	1	-4	1	-3
49	Cc1cccc(-n2c(-c3csc(C)c3)n[nH]c2=S)c1	-1	0.4	-66*	20	-0.4	-8	4	·	-2
50	CCOC(=O)c1oc2c(CN3CCN(C)CC3)c(O)ccc2c(=O)c1-c1ccc(Br)cc1	2	0.5	-38	17	0.8	7	0	-4	9

# Further structures.
cpd	Structure	D1 agonist	D2 agonist	RXFP1 antagonist	D2 PAM	TRHR ag	TRHR enhancer	D2 antagonist	D1 antagonist	D1 potentiator
51	COc1ccc(NC(=O)NC2CCCc3ccccc32)c(OC)c1 (stereo not drawn)	1	-0.5	6	-6	-0.4	-4	-8	-24	-3
52	CCC(CC)NC(=O)CON=C1c2ccccc2-c2ccccc21	6	0.0	·	-1	-1.4	6	-9	2	-20
53	O=C(NCc1ccco1)C(Cc1ccccc1)N1C(=O)C2C3C=CC(C3)C2C1=O (stereo not drawn)	1	-0.3	-7	5	0.2	-2	-12	-30	-6
54	Cc1nc(C)c(-c2csc(Nc3ccc(C(=O)O)c(O)c3)n2)s1	4	-0.1	16	-2	0.1	9	-3	1	-4
55	C=C[C@@H]1c2cc(C)ccc2N(S(=O)(=O)c2ccc(C)cc2)[C@H](c2ccccc2)C1(C#N)C#N	2	0.3	·	-4	0.5	2	10	11	-2
56	Cc1ccccc1SCCNC(=O)c1ccccc1Br	0	1.6	13	-2	-1.4	33*	-2	10	-1
57	CC(C)(C)n1nc2c(c1NC(=O)c1cccs1)CS(=O)C2 (stereo not drawn)	1	0.6	3	11	0.1	-3	18	9	-2
58	COc1ccc2c(c1)N(C)/C(=C1/SC(=S)N(NC(C)=O)C1=O)S2	0	0.1	-1	-1	2.2	-6	0	2	-1
59	CCNc1c(N)c(=O)oc2ccccc12	3	-0.9	3	-6	-0.1	-1	-9	1	2
60	Cc1ccc(CN2CCN(Cc3cn(C(C)C)c4ccccc34)CC2CCO)o1 (stereo not drawn)	6	0.7	4	9	-1.8	4	-23	19	-1
61	COc1ccc(OC)c(NC(=O)CSc2nnc(CNc3ccc(C)cc3C)o2)c1	1	-0.4	3	-8	-0.3	-2	4	-4	-7
62	CCCCOc1nc(N)nc(-c2ccccc2)n1	6	0.2	-6	-6	0.5	2	9	5	-4

# Structures listed so far with an aryl thioether with sulfur outside any ring, in the order listed:
cpd	Structure	D1 agonist	D2 agonist	RXFP1 antagonist	D2 PAM	TRHR ag	TRHR enhancer	D2 antagonist	D1 antagonist	D1 potentiator
9	Cn1cccc1Cc1nnc(SCC(=O)N2CCc3ccccc32)n1-c1ccc(F)cc1	1	0.3	-24	13	0.2	4	16	10	3
14	COCCSc1ccccc1C(=O)Nc1ccc(S(=O)(=O)N2CCOCC2)cc1	0	-1.2	-4	11	0.7	3	-7	5	-2
56	Cc1ccccc1SCCNC(=O)c1ccccc1Br	0	1.6	13	-2	-1.4	33*	-2	10	-1
61	COc1ccc(OC)c(NC(=O)CSc2nnc(CNc3ccc(C)cc3C)o2)c1	1	-0.4	3	-8	-0.3	-2	4	-4	-7
